Screening results: PubChem, several laboratories
PhoP inhibition: inhibitors of PhoP regulon expression, primary screen, Salmonella Typhimurium, GFP reporter (AID 1863); S. Typhimurium PhoP-regulated promoter GFP reporter, 4 h; higher % means a stronger effect; one-dose inhibition, % at 50 µM; IC50 in µM for titrated hits; actives 0.16% (n = 300,000);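 active = inhibition over 29.93%, a cutoff 3 SD above the screen mean, later confirmed by dose response; inconclusive = inhibition over 29.93% but no dose response follow-up; inactive = inhibition at most 29.93% or unconfirmed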;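 also: 0% = low Mg2+ inducing control and 100% = high Mg2+ repressing control; strong numbers were not always called active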
Rac1 GTP hydrolysis: MgcRacGAP GTPase-activating activity inhibitors, confirmation, biochemical, ADP Hunter fluorescence; MgcRacGAP-stimulated Rac1 GTP hydrolysis, ADP Hunter fluorescence; higher % means a stronger effect; GST-tagged Rac1 F28L mutant substrate; inhibition, % at 30 µM; hits with a dose series show IC50 in µM; actives 0.6% (n = 340,000); AID 624330;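 active = first-screen hits whose inhibition reached a set limit at any dose in the follow-up dose series; inconclusive = inhibition above the set first-screen limit but never retested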;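 also: fluorescence reports GDP produced by GAP-driven GTP hydrolysis; strong numbers were not always called active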
Large T inhibition: SV40 large T antigen inhibitors, biochemical (AID 1903). SV40 large T antigen ATPase/helicase inhibition assay; higher % means a stronger effect. one-dose inhibition, % at 20 µM; IC50 in µM for titrated hits. actives 0.39% (n = 310,000); in the data active = a potency from the dose series; inconclusive = inhibition mostly from about 32% at the one dose, without a potency; inactive = the rest, 99 in 100 with inhibition below about 32%; also: strong numbers were not always called active
b-catenin transl: modulators of beta-catenin nuclear translocation; HeLa beta-catenin nuclear translocation, immunofluorescence imaging; nuclear translocation activity, % at 5 µM; actives 0.3% (n = 190,000);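 active = nuclear translocation activity above 50% at 5 µM, with a well cell count of 50 or more; inconclusive = wells under 50 cells across six images, flagged as toxic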;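 also: per-cell ratio of nuclear to cytoplasmic median beta-catenin stain intensity; plate controls were DMSO negative control for no effect and GSK-3 inhibitor IX positive control for full effect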
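Assay system: human HeLa cells, native beta-catenin; doses: 5 µM primary, 0.02–20 µM confirmation; incubation: compound treatment 24 h, 37°C, 5% CO2; technique: fluorescence imaging of beta-catenin antibody stain plus DAPI; measure: % activation, nuclear-to-cytoplasmic median beta-catenin signal ratio per cell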
WT yeast gro inh: growth inhibition of WT yeast, mitochondrial fusion screen. mitochondrial fusion phenotypic screen, WT strain. inhibition, % at 10 µM. actives 2.1% (n = 190,000); in the data active = inhibition above about 58%; tested in S. cerevisiae
T cell HTS: T cell immune modulators affecting CD8 T cell-vesicle binding; calls only at 7 µM; AID 2052; 2C CD8+ T cell-vesicle binding, flow cytometry; hits give low values; actives 0.068% (n = 330,000);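 active = response, share of CD8 T cells binding vesicles, and their 90th percentile fluorescence all below set limits, cut at about 80% in these data, passing the limit was not always enough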
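Material: murine 2C transgenic CD8+ T lymphocytes / Also added: QL9-peptide-loaded Drosophila micro-vesicles bearing Ld, ICAM-1 and B7-1 / Schedule: binding step 1.5 h, 37 °C, antibody labelling 20 min, ice / Signal: flow cytometry, PE anti-B7-1 (FL2) versus Alexa647 anti-CD8 (FL8), PFA-fixed / Evaluation: percent CD8+ FL2 mean versus row control / Benchmarks: naked versus QL9-loaded vesicles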
RSV antiviral HEp-2: RSV antiviral activity via CPE protection, HEp-2 cells, primary 10 µM value included (AID 2391); HEp-2 cells, RSV-induced CPE inhibition; higher % means a stronger effect; actives 0.13% (n = 310,000); one-dose CPE inhibition, % at 10 µM; IC50 in µM for titrated hits; in the data active = a potency from the dose series; inconclusive = CPE inhibition mostly from about 23% at the one dose, without a potency; inactive = the rest, 99 in 100 with CPE inhibition below about 21%; also: strong numbers were not always called active
West Nile virus CPE: inhibition of WNV-induced cytopathic effect – cell-based, CPE readout (AID 1621); West Nile virus-infected cells, CPE inhibition; higher % means a stronger effect; one-dose CPE inhibition, % at 10 µM; IC50 in µM for titrated hits; actives 0.02% (n = 290,000); in the data active = a potency from the dose series; inconclusive = CPE inhibition mostly from about 3.7% at the one dose, without a potency; inactive = the rest, 99 in 100 with CPE inhibition below about 2.2%; also: strong numbers were not always called active
Myeloid diff MLP: compounds promoting myeloid differentiation | calls only at 10 µM | AID 624256 | actives 1% (n = 360,000) | ER-HoxA9 myeloid progenitors, lysozyme-GFP differentiation, flow cytometry;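 active = normalized GFP-positive differentiation at or above the plate's own cutoff, the solvent-only control mean plus 3 SD; inconclusive = no clear call, values can overlap the other calls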;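 also: cells exposed to compound for four days before flow analysis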
WT yeast gro inh mutant strain: recorded beside WT yeast gro inh, whose call it bears; inhibition, %; mitochondrial fusion phenotypic screen, mutant strain inhibition
b-catenin transl cell count 5 µM: further read-out of b-catenin transl, marked with its call; cell count; measured here: cell count, cytotoxicity flag
T cell HTS vesicle-bound %: second read-out of T cell HTS, no call of its own (marks repeat the call); double positive events, %; measured here: CD8+ vesicle-bound cell fraction;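 binding gate set so that unloaded-vesicle control wells show 10% double positive cells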
Myeloid diff MLP GFP+ MAC1+ %: also measured in Myeloid diff MLP; calls as there; GFP+ MAC1+ double positive, %; measured here: differentiation confirmed by MAC1 staining
* marks the source's active call; other numbers are inactive results; i = inactive; u = inconclusive; x = not tested or not shown; & = joins results of further samples.

SMILES	PhoP inhibition	Rac1 GTP hydrolysis	Large T inhibition	b-catenin transl	b-catenin transl cell count 5 µM	WT yeast gro inh	WT yeast gro inh mutant strain	T cell HTS	T cell HTS vesicle-bound %	RSV antiviral HEp-2	West Nile virus CPE	Myeloid diff MLP	Myeloid diff MLP GFP+ MAC1+ %
Cc1ccc(NC2CCCN(C(=O)c3cc(C(C)C)[nH]n3)C2)cc1C (centres undefined)	3%	12%	14%	x	x	x	x	i	49	1.4%	-0.7%	i	1.6
Cc1ccc(NS(=O)(=O)c2ccc(C(=O)N3CC(C)CC(C)C3)cc2)cc1 (centres undefined)	-4%	-1%	17%	x	x	x	x	i	54	u	x	i	1.0
N#Cc1c(/N=C/N2CCCC2)oc(-c2ccccc2)c1-c1ccccc1	4%	12%	x	-0.8	1068	38	9	i	39	4.5%	-0.6%	x	x
Cc1ccc(S(=O)(=O)NCc2ccc(C(=O)N3CCN(c4ccccc4)CC3)cc2)cc1	2%	3%	x	x	x	x	x	i	11	2.4%	0.0%	u	x
CC(C)(C)NC(=O)NC(=O)CSc1ncc(C(F)(F)F)cc1Cl	-1%	6%	8%	-1.6	1158	8	27	i	45	0.3%	0.2%	i	3.9
Cc1noc(C)c1S(=O)(=O)Nc1cccc(CO)c1	0%	-2%	26%	x	x	x	x	i	21	1.9%	-0.9%	i	1.0
CCOC(=O)CC1=CSC2=NS(=O)(=O)CCN12	-11%	10%	10%	0.6	1050	7	8	i	43	0.6%	0.0%	i	0.8
CC1CCN(C(=O)CSc2nnc3c(n2)[nH]c2ccc(F)cc23)CC1	-7%	2%	15%	x	x	x	x	i	40	13%	-0.4%	x	x
O=S(=O)(c1cccc(S(=O)(=O)N2CCC(Cc3ccccc3)CC2)c1)N1CCOCC1	10%	2%	-1%	6.9	393	23	7	i	41	u	-1.2%	i	0.9
COc1ccc(NC(=O)C2CCCN(S(=O)(=O)c3ccc(-n4cnnn4)cc3)C2)cc1 (centres undefined)	-2%	5%	9%	x	x	x	x	i	10	-0.6%	0.2%	i	1.0
COc1ccc(-c2cc(C(F)(F)F)nc(SCCC(=O)N3CCOCC3)n2)cc1	-1%	7%	-9%	0.3	1109	15	-6	i	44	0.7%	0.0%	i	0.6
Cc1noc(C(=O)Nc2ccc3c(c2)OCO3)c1Cl	12%	4%	19%	-0.2	1204	7	-4	i	35	-0.1%	1.2%	i	1.7
O=C(NCc1ccccc1)C(=O)c1cn(CC(=O)N2CCOCC2)c2ccccc12	-6%	4%	1%	x	x	x	x	i	7	1.1%	0.2%	i	0.6
Cc1cc(S(=O)(=O)Nc2ccc(C(=O)NCC(c3ccco3)N3CCCCC3)cc2)ccc1F (centres undefined)	1%	4%	6%	x	x	x	x	i	3	-0.2%	x	i	1.2
O=c1[nH]nc2n1CCCCC2	-1%	5%	4%	1.4	1147	-15	-2	i	45	1.0%	1.5%	i	0.4
CN(C)CCC(c1ccccc1)c1ccccn1 (centres undefined)	-1%&0%	-4%&-2%&4%	7%&3%	x	x	-5	-7	i	24&20	0.1%&-1.1%	-0.6%	i	2.1&1.8&1.0
O=C(COC(=O)CCC(=O)c1ccc2c(c1)OCCO2)NCc1ccc2c(c1)OCO2	10%	13%	2%	-2.9	983	6	4	i	31	-0.2%	1.2%	i	0.4
NC(=O)[C@H]1CC2(CC(c3cccc(NC(=O)COc4ccc(Cl)cc4)c3)=NO2)CN1C(=O)[C@H]1CCC(=O)N1 (some centres undefined)	-3%	5%	1%	-3.0	1170	x	x	i	27	1.8%	0.2%	i	0.2
CCCC(=Nc1ccc(N)cc1)C1=C(O)C(C(=O)OC)C(C)(C)CC1=O (centres undefined)	15%	9.5µM*	12%	0.9	1149	11	13	i	42	-0.7%	1.2%	i	4.5
COc1ccc(NC(=S)N/N=C/c2cccn2Cc2ccc(F)cc2Cl)cc1	-2%	5%	10%	0.7	1053	39	25	i	48	1.1%	-1.5%	i	0.7
CC(Sc1nc2c(c(=O)[nH]1)CCCC2)C(=O)Nc1ccccc1C#N (centres undefined)	0%	5%	6%	x	x	x	x	i	20	1.5%	0.2%	i	2.9
COc1ccc(-c2cc(C(F)F)n3ncc(C(=O)Nc4cnn(Cc5ccccc5)c4)c3n2)cc1	-13%	x	13%	0.1	1149	9	-5	i	17	2.7%	x	x	x
COc1ccc(NC(=O)CC(C(=O)O)C(C)c2ccccc2)cc1 (centres undefined)	-1%	12%	14%	x	x	x	x	i	31	0.2%	0.1%	i	0.5
Cc1ccc(-c2ccc(C(=O)Nc3ccccc3)o2)c2ccccc12	-2%	12%	6%	x	x	27	-15	i	13	20%	-1.2%	i	0.5
O=C(OCn1nnc2ccccc2c1=O)c1ccc(S(=O)(=O)N2CCOCC2)cc1	-9%	7%	6%	x	x	6	14	i	26	-0.5%	0.1%	i	0.5
CN(C)c1ccc(S(=O)(=O)N2CCCCC2)cc1NC(=O)C1CSC2(C)CCC(=O)N12 (centres undefined)	x	2%	x	x	x	x	x	i	23	1.8%	x	i	0.1
O=C(COC(=O)c1ccccc1NC(=O)c1ccco1)NCc1ccc2c(c1)OCO2	0%	10%	-1%	-6.3	884	12	7	i	47	0.3%	0.5%	i	0.7
NS(=O)(=O)c1ccc(NC(=O)CCC(=O)N2CCOCC2)cc1	-4%	5%	11%	x	x	x	x	i	46	1.3%	-0.1%	i	0.5
O=C(C[n+]1cccc(O)c1)Nc1ccc(Br)cc1	-7%	0%	7%	0.9	1108	0	19	i	56	0.3%	-0.3%	i	0.0
CN(C)/C=N/S(=O)(=O)c1ccc(Cl)c(Cl)c1	-2%	8%	2%	1.3	955	x	x	i	34	2.4%	0.4%	i	0.4
Cc1cc(/C=N/NC(=O)c2cccc(F)c2)c(C)n1-c1ccccc1	-2%	4%	6%	9.2	991	-7	-9	i	47	7.6%	-0.6%	i	0.1
Cc1sc2nc(COC(=O)c3ccc(N4CCCC(C)C4)c([N+](=O)[O-])c3)[nH]c(=O)c2c1C (centres undefined)	-15%	8%	11%	-3.0	583	-7	5	i	2	6.2%	-0.9%	i	0.8
O=C(/C=C\c1ccc2c(c1)OCO2)NC1(C(=O)Nc2ccc3c(c2)OCO3)CCCCC1	3%	6%	21%	2.2	972	17	-3	i	27	2.0%	-0.9%	i	0.7
COc1cccc(CCNC(=O)CCCC(=O)c2ccccc2)c1	10%	0%	1%	x	x	x	x	i	52	1.5%	-0.3%	i	0.6
Nc1ccc(Nc2nc3ccccc3[nH]2)cc1	9%	u	7.8µM*	x	x	x	x	i	56	0.3%	-0.5%	i	1.1
Cc1nc2c(sc3nc4c(cc32)COC(C)(C)C4)c(=O)n1Cc1ccccc1	14%	14%	6%	-7.6	1121	1	11	i	40	4.0%	-0.1%	i	0.6
NC(=O)CC(NC(=O)Cc1ccc(Br)cc1)c1ccc(NC2CCCC2)c([N+](=O)[O-])c1 (centres undefined)	4%	14%	17%	1.0	1326	x	x	i	42	-4.7%	-0.7%	i	0.9
Cn1cc(S(=O)(=O)N2CCC3(CC2)OCCO3)c(=O)n(C)c1=O	8%	2%	5%	-3.5	1129	7	5	i	27	2.9%	0.6%	i	3.5
Cc1nc(-c2ccc(S(=O)(=O)Oc3ccccc3Cl)s2)cs1	-10%	4%	12%	0.1	1047	x	x	i	36	x	0.7%	i	0.4
Cc1cccc(OCC(=O)N2CCN(C(=O)COc3ccc(Cl)cc3)CC2)c1	-1%	10%	7%	x	x	x	x	i	24	0.6%	-1.2%	i	1.8
Cc1nn(-c2ccccc2)c(Cl)c1CN(C(=O)CCl)c1cccc2ccccc12	10%	4%	4%	-2.9	1098	47	15	i	46	-1.8%	-1.8%	i	1.8
C=CCc1ccccc1OCC(CN1CCCCC1)OC(C)=O (centres undefined)	4%	4%	7%	-2.6	1244	-5	1	i	16	-1.4%	-0.1%	i	0.4
CCOc1ccc(N2CC(C(=O)Nc3ncccc3C)CC2=O)cc1 (centres undefined)	-2%	15%	4%	-1.7	1226	2	2	i	42	0.1%	0.0%	i	0.9
Cc1nc(Nc2nc(-c3ccccc3)cc(=O)[nH]2)nc2ccccc12	x	-8%	x	x	x	x	x	i	48	5.8%	1.2%	i	0.0
COc1ccc(OCc2nnc(SCC(=O)N(C)Cc3ccccc3)n2N)cc1	-3%	10%	14%	-3.5	1015	-6	10	i	6	1.5%	-1.1%	i	1.3
COc1ccc(OC)c(C2C(C(C)=O)=C(O)C(=O)N2CCN2CCOCC2)c1 (centres undefined)	-11%	6%	14%	-1.0	912	-1	7	i	34	1.3%	0.4%	i	1.8
COc1ccccc1C(=O)Nc1ccc(S(=O)(=O)Nc2onc(C)c2C)cc1	-8%	12%	9%	1.1	1287	x	x	i	21	-1.1%	0.1%	i	0.6
O=C(COC(=O)c1cc(-c2cccc3ccccc23)nc2ccccc12)NC1CCS(=O)(=O)C1 (centres undefined)	-17%	2%	2%	x	x	-40	7	i	51	2.5%	0.2%	i	0.7
Cc1c(C(=O)NC2CCCCC2)sc2ncnc(N3CCN(c4ccccc4)CC3)c12	-1%	-2%	0%	x	x	x	x	i	23	1.6%	-0.4%	i	1.5
CN(Cc1ccccc1)C(=O)COC(=O)CCNC(=O)c1ccccc1Cl	0%	-9%	23%	-0.2	1081	1	18	i	25	0.5%	0.5%	i	0.5
COc1ccccc1CN=c1c([N+](=O)[O-])nn(-c2ccc3c(c2)OCCO3)n1O	-9%	9%	9%	-1.2	976	10	22	i	49	19%	-0.2%	i	0.5
